mIAP act: activators of mouse IAP, primary screen, biochemical, luminescence, uHTS. 330,000 tested, 0.24% active. AID 2805, 2010. intestinal alkaline phosphatase [Mus musculus]. muIAP, CDP-Star luminescence, 30 min; hits give high values; 1 = vehicle-only enzyme signal, 0 = enzyme-free wells. activation factor at 10 µM;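 active = activation factor of at least 2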; also: the source names both 10 and 20 µM as test concentration; values of inactives mirror those of a sister screen read the other way
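System: mouse IAP enzyme. Reagent: CDP-Star chemiluminescent phosphatase substrate. Benchmarks: DMSO wells, no-enzyme wells. Times: 30 min enzyme-substrate-compound incubation at room temperature. Detection: luminescence from enzymatic CDP-Star hydrolysis. Doses: test compounds delivered from DMSO solution.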
A3A deaminase: APOBEC3A ssDNA deaminase inhibitors, primary screen, selectivity assay for APOBEC3G inhibitor project, biochemical, FAM/TAMRA oligo cleavage fluorescence; 330,000 tested, 0.41% active; DNA dC->dU-editing enzyme APOBEC-3A (Homo sapiens), P31941; inhibition, % at 20 µM; recombinant A3A, FAM/TAMRA ssDNA deamination fluorescence;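 active = at least 40% inhibition at 20 µM here, with at most 30% in a related deaminase screen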;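 also: plate controls were A3A with DMSO for no effect and wells lacking A3A enzyme for full effect; some results filed as inactive read as strong as hits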
beta cell repl: inducers of MIN6 beta-cell proliferation, primary screen, ATP luminescence, uHTS; proliferation, % at 10 µM; 330,000 tested, 0.29% active; MIN6 cells proliferation, ATPlite luminescence, 48 h; cells starved in 0.2% serum; 100% = growth in 10% serum; AID 2380, 2010;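 active = compounds whose signal lies at least 3.5 SD above the mean of all wells on their plate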;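 also: 0% = DMSO-treated cells in low-serum medium and 100% = 10% serum control; some compounds called inactive have numbers as strong as hits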
A3G deaminase: APOBEC3G DNA deaminase inhibitors, primary screen, biochemical, fluorescence, single-stranded DNA substrate, uHTS; DNA dC->dU-editing enzyme APOBEC-3G (Homo sapiens), Q9HC16; recombinant A3G, ssDNA deamination FAM/TAMRA fluorescence; inhibition, % at 20 µM; 330,000 tested, 0.28% active;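 active = inhibition of at least 40% at 20 µM, with no more than 30% in the related APOBEC3A deaminase screen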;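 also: plate controls were DMSO wells with A3G for no effect and wells lacking A3G enzyme for full effect; some compounds called inactive have numbers as strong as hits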
Target sequence (Q9HC16 whole entry, looked up): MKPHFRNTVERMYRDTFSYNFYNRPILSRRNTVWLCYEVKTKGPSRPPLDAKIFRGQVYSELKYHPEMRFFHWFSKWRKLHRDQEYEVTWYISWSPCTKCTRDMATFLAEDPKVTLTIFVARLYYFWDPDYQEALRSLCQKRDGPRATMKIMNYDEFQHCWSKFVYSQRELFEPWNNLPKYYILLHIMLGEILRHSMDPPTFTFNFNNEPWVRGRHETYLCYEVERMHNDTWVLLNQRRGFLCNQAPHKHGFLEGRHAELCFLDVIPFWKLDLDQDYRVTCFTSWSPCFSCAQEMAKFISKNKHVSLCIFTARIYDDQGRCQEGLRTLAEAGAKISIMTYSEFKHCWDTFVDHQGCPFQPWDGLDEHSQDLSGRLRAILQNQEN
mIAP inh: inhibitors of mouse IAP, primary screen, biochemical, luminescence, uHTS; intestinal alkaline phosphatase [Mus musculus]; purified mouse IAP, CDP-Star luminescence, 30 min; inhibition, % at 10 µM; 330,000 tested, 0.2% active;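 active = inhibition of at least 40% at 10 µM in the primary screen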;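 also: plate controls were DMSO with enzyme for no effect and no enzyme wells for full effect; values of inactives mirror those of a sister screen read the other way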
tim10-1 inh: growth inhibitors of tim10-1 mutant yeast, primary screen, luminescence, uHTS. S. cerevisiae tim10-1 ts strain growth, BacTiter-Glo, 24 h. inhibition, % at 20 µM. 330,000 tested, 2.2% active. AID 463190, 2010;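 active = inhibition of at least 40%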;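 also: mutant grown at 25 °C; 0% = DMSO wells with yeast and 100% = wells holding no yeast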
hIAP block: human IAP inhibitors, primary screen, biochemical, luminescence, uHTS; Intestinal-type alkaline phosphatase (Homo sapiens), P09923; purified IAP, CDP-Star luminescence, 30 min; inhibition, % at 10 µM; 330,000 tested, 0.12% active; AID 2544, 2010;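 active = inhibition reaching a set limit with compound at 10 µM in the primary screen, cut at about 35% in these data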;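 also: plate controls were DMSO wells with enzyme for no effect and no-enzyme buffer wells for full effect; values of inactives mirror those of a sister screen read the other way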
Target sequence (P09923 whole entry, looked up): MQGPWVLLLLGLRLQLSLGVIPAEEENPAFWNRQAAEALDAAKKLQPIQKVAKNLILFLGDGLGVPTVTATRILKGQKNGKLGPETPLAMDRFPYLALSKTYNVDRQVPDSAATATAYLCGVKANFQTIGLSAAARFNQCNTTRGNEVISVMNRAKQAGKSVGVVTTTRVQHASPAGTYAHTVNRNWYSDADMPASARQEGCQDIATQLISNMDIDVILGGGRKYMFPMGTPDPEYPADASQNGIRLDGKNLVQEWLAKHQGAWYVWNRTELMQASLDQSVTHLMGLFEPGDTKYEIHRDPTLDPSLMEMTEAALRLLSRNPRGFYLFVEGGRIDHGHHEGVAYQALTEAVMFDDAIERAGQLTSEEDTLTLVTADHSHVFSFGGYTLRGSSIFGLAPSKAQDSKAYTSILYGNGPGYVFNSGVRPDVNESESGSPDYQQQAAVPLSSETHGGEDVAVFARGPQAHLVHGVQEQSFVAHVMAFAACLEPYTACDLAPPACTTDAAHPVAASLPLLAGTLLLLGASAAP
NALP3 yeast inh: NALP3 inflammasome inhibitors in reconstituted yeast, primary screen, luminescence, uHTS; 330,000 tested, 0.39% active; Yeast reconstituted NLRP3/ASC/caspase-1, beta-gal luminescence, 24 h; inhibition, % at 10 µM;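 active = inhibition of 50% or more; inactive = inhibition below 50%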;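 also: plate controls were induced DMSO wells for no effect and uninduced yeast grown without galactose for full effect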
TIM10 inh: growth inhibitors of isogenic TIM10 control yeast, primary screen, counter-screen for tim10-1 yeast inhibitor project, luminescence, uHTS; 330,000 tested, 1.4% active; S. cerevisiae TIM10 strain growth, BacTiter-Glo luminescence, 24 h; inhibition, % at 10 µM;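 active = inhibition of 40% or more at the single tested concentration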;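 also: wild-type TIM10 isogenic control strain grown at permissive 25 °C; 0% = DMSO yeast wells and 100% = minimal medium wells without yeast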
Starred values were filed as active, the others as inactive.

Structure	mIAP act	A3A deaminase	beta cell repl	A3G deaminase	mIAP inh	tim10-1 inh	hIAP block	NALP3 yeast inh	TIM10 inh
COc1ccc(C(=O)N/C(=C/c2ccco2)C(=O)NC2CCS(=O)(=O)C2)cc1 (stereo not drawn)	1.1	3	-2	12	-11	0	-4	-2	4
CC1CCCCN1CCCNC(=O)c1nn(C)c2c1CS(=O)(=O)c1ccccc1-2 (stereo not drawn)	1	-4	-4	-6	-1	-14	2	14	0
CC(C)c1ccccc1NC(=S)NC(C)c1ccccc1 (stereo not drawn)	1.1	-4	-6	-7	-12	42*	9	7	42*
Cc1ccc(C(=O)CSc2ccc(-c3ccncc3)nn2)cc1	1	4	1	-3	-4	-10	-5	-1	9
C[C@H](NC(=O)c1ccccc1Cl)C(=O)NCc1cccs1	0.99	59*	-2	5	1	14	4	12	3
CC(=O)Nc1ccc(C(=O)N/C(=C/c2ccccc2)C(=O)Nc2cccc(C(=O)O)c2)cc1	0.99	1	-1	-5	1	7	4	15	2
Cc1cccc(NC(=S)Nc2c(C)n(C)n(-c3ccccc3)c2=O)c1C	1	-5	-2	-4	-3	12	-9	6	9
O=C(NCc1ccco1)C(=O)c1cn(CC(=O)N2CCCCCC2)c2ccccc12	0.98	-1	0	-6	2	21	-5	4	14
O=C(NCc1ccco1)c1ccc2ccccc2n1	1	0	-1	0	-5	20	9	21	-12
Cc1ccc(-c2nc(C)c(C(=O)O)s2)cc1	0.97	-1	-1	-5	3	-11	-7	18	-14

(continued)
Structure	mIAP act	A3A deaminase	beta cell repl	A3G deaminase	mIAP inh	tim10-1 inh	hIAP block	NALP3 yeast inh	TIM10 inh
O=C(/C=C/c1cccc(F)c1)N(c1ccccn1)C1CCCCC1	1	3	3	-1	-4	36	9	21	2
Nc1nnn(Cc2ccccc2)n1	0.99	-3	-1	-6	1	-5	1	4	4
CCOc1ccc(NC(=O)N2CCC(NC(=O)c3ccco3)CC2)cc1	1	-2	-1	-6	-3	9	3	1	0
CCNC(=O)c1sc(=S)n(-c2ccc(C)cc2)c1N	0.9	-1	-4	0	10	-13	17	-7	-30
COc1cccc(NC(=O)C(C#N)Cc2ccncc2)c1 (stereo not drawn)	1.1	2	-4	-3	-6	2	-11	7	-10
Cc1ccc(C)c(N(C(=O)CNC(=O)c2ccco2)C(C(=O)NC2CCCCC2)c2cccnc2)c1 (stereo not drawn)	0.95	-2	-2	-8	5	-36	-8	9	4
O=C(c1cc2ccccc2o1)N1CCN(c2cccc(Cl)c2)CC1	1	1	-2	-4	-3	-8	-13	7	1
O=C(c1cccnc1)N1CCN(CCCc2ccccc2)CC1	1	-2	0	-7	0	13	4	-16	7
CCOC(=O)c1[nH]cc(-c2ccccc2)c1N1CCOCC1	0.99	1	-2	62*	1	14	-7	9	2
Cc1nc(NC(=O)CSc2nnc(C)n2CC2CCCO2)sc1C (stereo not drawn)	1.1	1	1	-1	-10	10	-47	5	-1

Continued.
Structure	mIAP act	A3A deaminase	beta cell repl	A3G deaminase	mIAP inh	tim10-1 inh	hIAP block	NALP3 yeast inh	TIM10 inh
CCCCSc1ncnc2[nH]ncc12	0.94	0	1	-5	6	-1	-56	12	-23
Cc1ccc(N(C)S(=O)(=O)c2cccc(C(=O)Nc3ccc(N4CCOCC4)cc3)c2)cc1	1	1	-3	-3	-4	29	-1	7	23
Cc1ccc(SC(C)c2nc(-c3ccccc3)no2)cc1 (stereo not drawn)	1	-9	-3	-4	-3	13	-8	21	-8
COc1cccc(CNC(=O)CN2C(=O)NC(Cc3ccccc3)(c3ccccc3)C2=O)c1 (stereo not drawn)	1.1	1	-4	1	-8	8	0	18	12
O=C(CNc1n[nH]c(=O)[nH]c1=O)N/N=C/C=C/c1ccccc1	0.88	3	2	0	12	-9	8	14	-15
CCC12CN(C(=O)c3ccc(C)cc3)CC(CC)(CN(C(=O)c3ccc(C)cc3)C1)C2=O	0.98	0	0	-3	2	28	7	8	25
COc1ccc2c(c1O)C(=O)c1ccccc1C2=O	0.85	9	8	4	15	-19	14	26	-19
CCCCc1nc(NCc2ccccc2)c(C#N)c2c1CCCC2	1.1	1	-6	-1	-9	15	-4	13	-8
CCOCc1nnc(NC(=O)c2cc(C(=O)OC)cc([N+](=O)[O-])c2)s1	0.97	-2	1	-2	3	21	-6	11	3
CCCOc1ccc(NC(=O)CC2C(=O)N(Cc3ccccc3)C(=S)N2Cc2cccs2)cc1 (stereo not drawn)	1.1	0	0	-3	-9	31	-5	10	35

Next part.
Structure	mIAP act	A3A deaminase	beta cell repl	A3G deaminase	mIAP inh	tim10-1 inh	hIAP block	NALP3 yeast inh	TIM10 inh
CCC(CC)c1nnc(NC(=O)C2=COCCO2)s1	1	7	1	-4	-3	18	-2	9	-2
CC(C)CCN1CCNC(=O)C1CC(=O)NCCCN1CCOCC1 (stereo not drawn)	0.97	-4	4	-8	3	7	-4	8	-1
Cc1cc(Cl)c(C)c(S(=O)(=O)N2CCN(C(=O)C3CCCO3)CC2)c1Cl (stereo not drawn)	1	-6	-3	-12	0	17	6	13	10
O=C(c1cc(-c2cccs2)on1)N1CCCCC1	1.1	3	1	-1	-10	20	3	30	-5
COc1ccc(C(C)NC(=O)c2ccccc2Cl)cc1OC (stereo not drawn)	0.97	0	2	16	3	11	-5	20	4
CCCCCn1c(CNC(=O)CCC)nc2ccccc21	1	5	0	4	-4	-6	-4	24	-5
O=C(Cc1ccsc1)NCC(=O)Nc1ccccc1Br	1	-2	-1	-5	-1	-10	-2	12	-12
O=C(CCc1nnc(CCCCc2ccccc2)o1)N1CCN(CCO)CC1	0.9	5	0	-1	10	-7	0	9	-4
O=C(c1cc2c(s1)-c1ccccc1S(=O)(=O)C2)N1CCN(Cc2ccccc2)CC1	0.97	-1	1	-9	3	-14	3	10	-6
COc1ccccc1CN1CC(C(=O)N(C)Cc2ccncc2C)CCC1=O (stereo not drawn)	0.97	-2	4	-9	3	-23	-14	11	-4

The list continues.
Structure	mIAP act	A3A deaminase	beta cell repl	A3G deaminase	mIAP inh	tim10-1 inh	hIAP block	NALP3 yeast inh	TIM10 inh
O=C(c1cccs1)N1CCc2ccccc2C1	1	0	0	-5	-3	4	7	10	-10
O=S(=O)(Nc1ccc(O)cc1)c1cccc2cccnc12	0.89	-2	0	-3	11	-10	-1	-2	1
CCn1c(SCC(=O)c2c(N)n(C3CC3)c(=O)[nH]c2=O)nnc1-c1ccccc1OC	0.95	8	-3	-6	5	-7	0	19	-10
CCC(C)(C)NC(=O)C(c1ccc(C)cc1)N(CC1CCCO1)C(=O)CCC(=O)Nc1ccccn1 (stereo not drawn)	0.94	-1	0	-4	6	22	-4	8	4
COc1ccc(S(=O)(=O)NCc2ccncc2)cc1OC	0.97	2	-2	-1	3	6	10	10	0
COC(=O)C1=C(C(=O)OC)[C@@H]2N(Cc3ccccc3)c3ccccc3[C@@]23C[C@@H](C(=O)OC)N(C(=O)COCc2ccccc2)C3=N1	0.97	-3	-8	-6	3	21	-2	5	16
COc1ccccc1N1CCN(CCC(=O)Nc2cccc(Cl)c2)CC1	1	-3	-4	-3	-4	9	-8	8	15
CC(=O)N1CSCC1C(=O)NNS(=O)(=O)c1cccc(C(F)(F)F)c1 (stereo not drawn)	0.96	-4	0	-7	4	11	-1	2	10
Cc1ccc(C)c(S(=O)(=O)NCC(=O)NCc2ccco2)c1	1	0	-3	-4	-2	0	-1	16	5
Cc1nnnn1/C(=C\c1ccccc1)C(=O)OCC(=O)N1CC2(C)CC1CC(C)(C)C2 (stereo not drawn)	0.87	6	-4	-3	13	56*	-15	-3	62*

(list continues)
Structure	mIAP act	A3A deaminase	beta cell repl	A3G deaminase	mIAP inh	tim10-1 inh	hIAP block	NALP3 yeast inh	TIM10 inh
Cc1ccn2cc(C(=O)N3CCN(c4cnn(-c5ccccc5)c(=O)c4Cl)CC3)nc2c1	1.1	-4	-5	-4	-11	-6	-27	17	-13
O=C(Nc1ccc2ccccc2c1)N1CCCN(CCOc2ccccc2)CC1	1.1	-2	-4	6	-6	-7	15	10	-7
O=C(CSc1ccccc1)N1CCN(c2ccccc2)CC1	0.93	0	-2	-1	7	13	-72	20	-1
COc1cc(NC(=O)Cc2c(C(=O)O)[nH]c3ccccc23)cc(OC)c1OC	1.1	-4	0	-5	-9	-1	-5	6	-4
COCCNC(=O)Cn1nc(C(F)(F)F)c(Br)c1C	1.1	1	0	3	-10	-9	3	8	0
CCOC(=O)CN1C(=O)NC2(CCCc3ccccc32)C1=O (stereo not drawn)	0.94	1	-3	-6	6	0	8	11	6
O=C(CSc1nnnn1C1CCCCC1)Nc1nc2c(s1)CCCC2	1.1	-4	-4	-5	-6	36	-7	2	16
Cc1ccc(-n2nc3c(N4CCC(C(=O)NCCc5ccco5)CC4)nnc(C)c3c2C)cc1	0.98	-1	-5	-1	2	7	-5	7	16
CCOC(=O)CSc1cn2c(n1)CCC2	0.81	1	0	-5	19	10	-1	6	8
O=C(O)C(C(O)c1ccccc1)[n+]1ccccc1 (stereo not drawn)	1	-1	-1	-7	-1	6	11	-4	-2
COC(=O)CCNC(=O)Cc1c(C)n(C(=O)c2ccc(Cl)cc2)c2ccc(OC)cc12	0.95	31	-3	3	5	6	4	13	1

Bioassay records from PubChem.
